RBBP9 inh = human RBBP9 hydrolase inhibition | O75884 | 0.2% of 220,000 active | recombinant RBBP9, FP-Rh probe fluorescence polarization | AID 1515 | inhibition, % at 7.94 µM;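 active = inhibition above the campaign mean of all tested compounds plus 3 SD, cut at about 14% in these data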;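 also: plate controls were DMSO wells with RBBP9 for no effect and wells lacking RBBP9 protein for full effect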
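System: RBBP9 protein / Buffer or medium: Tris/NaCl buffer pH 8.0 with 0.1% Pluronic / Probe or stimulus: Serine-hydrolase probe FP-Rh, 375 nM pre-mixing / Dosing: 7.94 µM single dose, 0.794% DMSO / Times: enzyme-compound preincubation 30 min, then probe labeling 45 min, 25 °C / Technique: fluorescence polarization (mP), excitation 525 nm, emission 598 nm / Replication: singlicate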
Runt-CBFb FRET = Runt domain-CBFb interaction inhibition | Q01196+Q13951 | Cerulean-Runt/Venus-CBFb FRET ratio 530/480, 1 h | inhibition, % at 20 µM | 0.46% of 220,000 active | AID 1496;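 active = inhibition over about 50% at 20 µM in the single-dose screen, limit read from the data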;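 also: 0% = DMSO wells and 100% = excess unlabeled CBFb competitor control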
Target sequence (Q01196 whole entry, looked up, the tested form may be a part): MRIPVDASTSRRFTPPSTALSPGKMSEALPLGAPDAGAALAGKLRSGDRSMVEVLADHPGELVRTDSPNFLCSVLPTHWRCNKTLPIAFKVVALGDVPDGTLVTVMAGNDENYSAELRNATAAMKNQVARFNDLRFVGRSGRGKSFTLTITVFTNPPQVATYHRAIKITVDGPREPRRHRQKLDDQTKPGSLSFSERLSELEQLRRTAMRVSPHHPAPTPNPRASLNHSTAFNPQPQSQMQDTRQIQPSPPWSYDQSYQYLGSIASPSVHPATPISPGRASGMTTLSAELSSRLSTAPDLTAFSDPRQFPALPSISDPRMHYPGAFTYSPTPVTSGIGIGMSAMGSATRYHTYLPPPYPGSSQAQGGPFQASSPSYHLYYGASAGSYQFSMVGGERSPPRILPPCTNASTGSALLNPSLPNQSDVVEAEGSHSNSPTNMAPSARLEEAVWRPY
Target sequence (Q13951 whole entry, looked up, the tested form may be a part): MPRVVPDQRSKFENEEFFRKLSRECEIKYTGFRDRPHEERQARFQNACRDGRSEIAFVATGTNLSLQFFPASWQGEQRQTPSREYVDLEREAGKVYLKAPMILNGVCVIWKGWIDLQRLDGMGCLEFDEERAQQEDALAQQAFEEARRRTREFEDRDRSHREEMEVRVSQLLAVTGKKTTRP
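Buffer or medium: Tris pH 7.5 buffer with BSA. Assay system: Cerulean-labeled Runt domain protein. Amount: each fluorescent fusion protein 100 nM. Read-out basis: loss of energy transfer signal. Incubation: 1 h compound exposure, room temperature. Probe or stimulus: Venus-CBFb binding partner, 100 nM. Detection: FRET, excitation 422 nm, emission at 530 and 480 nm.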
m-calpain inh = blocks pig calpain II enzyme activity; purified calpain II, fluorogenic peptide substrate, 30 min; inhibition, % at 16 µM; 0.37% of 220,000 active; AID 1236;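 active = inhibition above about 50%, limit read from the data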
p97 ATPase inh = inhibitors of human p97 ATPase; P55072; recombinant p97 ATPase, Kinase-Glo ATP luminescence, 3 h; inhibition, % at 8 µM; 0.42% of 220,000 active; AID 1481; in the data active = inhibition above about 15%;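 also: 0% = DMSO vehicle and 100% = wells lacking enzyme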
NCF1 inh = blocks human p47phox regulatory protein of NADPH oxidases | p47phox/p22phox peptide binding, fluorescence polarization, 2 h | 0.53% of 220,000 active | P14598 | inhibition, % at 24.7 µM;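 active = inhibition above about 30%, limit read from the data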;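 also: 0% = p47phox with labelled peptide and 100% = labelled peptide alone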
Tb hexokinase = T. brucei hexokinase 1 inhibition. recombinant TbHK1, G6PDH-coupled NADH A340. inhibition, % at 10 µM. 0.11% of 220,000 active;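 active = inhibition of 50% or more in the single-dose primary screen; inactive = inhibition below 50%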
EBV gp42 inh = EBV gp42 inhibition; Fluorescence polarization binding assay, mP read-out; 0.42% of 220,000 active; inhibition, % (tested at 21.74 µM); Q1HVG2; AID 1085; in the data active = inhibition above about 50%
Target sequence (Q1HVG2 whole entry, looked up): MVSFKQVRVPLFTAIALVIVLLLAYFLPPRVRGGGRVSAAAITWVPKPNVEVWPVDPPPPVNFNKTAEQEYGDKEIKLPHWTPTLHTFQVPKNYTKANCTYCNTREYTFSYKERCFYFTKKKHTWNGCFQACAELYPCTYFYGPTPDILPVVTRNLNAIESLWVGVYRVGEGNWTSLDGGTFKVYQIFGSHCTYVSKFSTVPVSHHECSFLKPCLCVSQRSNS
Runt-SMMHC FRET = blocks binding of human RUNX1 Runt domain to CBFb-SMMHC | Q01196+Q13951 | inhibition, % at 20 µM | 0.74% of 220,000 active | AID 1434 | Cerulean-Runt/Venus-CBFb-SMMHC FRET ratio 530/480, 1 h;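 active = mean inhibition across duplicate retests at 20 µM reaching about 50%, limit read from the data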;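 also: 0% = DMSO wells and 100% = wells with excess untagged CBFb-SMMHC; inhibitors lower the FRET ratio by blocking Runt binding to CBFb-SMMHC; some results filed as inactive read as strong as hits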
Furin inh = blocks human furin protease activity | P09958 | purified furin, fluorogenic substrate cleavage | inhibition, % at 30 µM | 0.061% of 220,000 active | AID 463115; in the data active = inhibition above about 25%; also: inactives centre near -15
* hit, by the source's call; x = not tested or not shown; [ ] = remark or other dose.

cpd	Runt-CBFb FRET	p97 ATPase inh	Runt-SMMHC FRET	Tb hexokinase	NCF1 inh	RBBP9 inh	smiles	m-calpain inh	EBV gp42 inh	Furin inh
1	-4	5	2	-10	-12	-10	CCn1cc(C(=O)N2CCc3ccccc32)c(=O)c2cc(S(=O)(=O)N(C)C3CCCCC3)ccc21	-36	13	-12
2	2	-4	-1	6	-1	-11	CN(C)S(=O)(=O)CC12CCC(CC1=O)C2(C)C (stereo not given)	-11	1	-5[20 µM]
3	x	-4	-4	-12	-9	-4	Cc1ccccc1CN(c1ccc(C(=O)N2CCc3ccccc3C2)cc1)S(C)(=O)=O	10	-3	-18[20 µM]
4	-1	4	0	-2	-10	-2	O=C(CN1C(=O)NC2(CCCCCC2)C1=O)Nc1ccc2c(c1)CCC2	-1	-9	-12
5	0	0	-1	9	-24	-4	Cc1ccc(C)n1-c1ccc(-c2ccn[nH]2)cc1	11	-1	-10
6	0	2	0	-20	-1	4	O=C(NCCCN1CCOCC1)c1cc2ccccc2oc1=O	-42	-8	-12
7	0	-7	1	6	0	-11	COc1ccc(N2CCN(C(=O)c3ccc(NS(=O)(=O)c4cccs4)cc3)CC2)cc1	7	7	-13
8	-1	0	-4	1	-3	-5	CCC(C)NCCCCOc1ccc(Cl)cc1C (stereo not given)	-6	-12	-24
9	0	4	-1	-4	-1	0	Cc1c(S(=O)(=O)NCCc2ccccc2)c(=O)n(C)c(=O)n1C	-14	-4	-29
10	-2	5	4	-1	-2	-5	Cc1cc(N2C(=O)C3C4c5ccccc5C(c5ccccc54)C3C2=O)no1 (stereo not given)	20	-13	-18[20 µM]
11	-10	3	0	5	-13	-6	CCOc1cccc(OCCCNCCCOC)c1	-21	-10	-22
12	-2	2	2	0	-3	1	Cc1ccc(CN2CCc3c(OCC(=O)Nc4cc(C)ccc4C)cccc3C2=O)cc1	5	-7	-8
13	0	1	-4	-14	-10	-2	COc1ccc(-c2nc3n(c2C)CCC3)cc1	-18	-9	-6
14	2	3	-4	-5	-6	-5	O=C(c1ccc(Cl)nc1)N1CCc2ccccc2C1	4	-2	-9[20 µM]
15	-2	9	-1	4	-16	-7	COc1ccc(NC(=O)CNS(=O)(=O)c2cccs2)cc1	-5	-21	-13
16	-1	5	2	-3	-6	1	O=C(NCc1ccccn1)C1CCN(S(=O)(=O)N2CCC3(CC2)OCCO3)CC1	-6	-5	-28
17	0	10	-1	-13	-13	-2	NC(=O)c1cc2c(s1)-c1cc(Cl)ccc1SC2	-41	-13	-24
18	0	1	0	-10	-18	4	CCN1C(=O)S/C(=C/c2ccc(Oc3ccc([N+](=O)[O-])cn3)c(OC)c2)C1=O	-2	-16	-25
19	-3	-1	5	6	-18	-8	Cc1ccc(C)c(NC2=NC3(CCCCC3)N=C(N)N2)c1	-23	-20	-16[20 µM]
20	3	3	0	-4	-10	6	Cc1c(Cl)cccc1Nc1nc(N)nc(CN2CCCCCC2)n1	26	-14	-19[20 µM]
21	-4	-3	-2	-6	-25	-5	CC(C)(C)n1nnnc1C(c1ccc(Cl)cc1)N(Cc1cccnc1)Cc1ccco1 (stereo not given)	14	-11	-18[20 µM]
22	x	-6	0	5	-3	-13	CCN1CCN(c2ncnc3c2c(-c2ccccc2)cn3-c2ccc(F)cc2)CC1	9	1	-9
23	0	2	-3	2	-11	-3	Cc1cc(C(=O)OCC(=O)NC(C)(C)C)c2ccccc2n1	-5	-18	-25[20 µM]
24	-1	4	-2	-10	4	-3	COc1cc(/C=C/C(=O)OCC(=O)NC(=O)NC(C)(C)C)cc(OC)c1OC	-7	-11	-12
25	-2	2	1	-44	10	0	CCOC(=O)c1ccc2c(c1)n(CC)c(/C=C/N(C)c1ccccc1)[n+]2CC	28	-15	12
26	-1	1	-2	2	-7	-3	C/C(=C(\C#N)C(=O)NCCN1CCOCC1)N(C)C	-2	3	-24
27	1	1	8	8	-4	-8	O=C(CCN1C(=O)C2C3C=CC(C3)C2C1=O)NCCN1CCCc2ccccc21 (stereo not given)	-5	-5	-8
28	1	-3	-2	3	30	1	CCC(NC(=O)NNC(=O)c1ccncc1)(C(F)(F)F)C(F)(F)F	2	-5	-18
29	0	1	3	1	-1	2	CCC(=O)N1CCc2cc(S(=O)(=O)NC(C(=O)N3CCc4ccccc4C3)C(C)C)ccc21 (stereo not given)	-32	-6	-26
30	-2	6	0	-5	2	2	Cc1cc(C)n(-c2ccc(C(=O)NC(C)C)cc2)n1	-47	-5	-8
31	0	4	1	-2	-11	-14	COc1ccc(-c2nc(NC(=O)C3CCN(c4nc5ccccc5o4)CC3)sc2C)cc1	-6	3	-22
32	-10	23*	-1	-1	8	1	CC(=O)NCCC(=O)Nc1ccc(C(N)=O)cc1	-31	-14	-20
33	-2	7	-2	13	-3	-6	CCn1c(-c2ccccc2)csc1=Nc1ccc(S(=O)(=O)O)cc1	-12	3	-13
34	-1	4	-6	-20	-15	-10	COc1ccc(N2C(=O)/C(=C/c3ccc([N+](=O)[O-])cc3)N=C2C)cc1	-36	-7	-21
35	2	-1	0	2	-7	4	COc1ccccc1C(=O)Nc1ccccn1	6	-4	-8[20 µM]
36	2	1	3	-7	-4	-6	Cc1ccc(NC(=O)C(=O)NC2CCCCC2)cc1	5	5	-20[20 µM]
37	1	6	3	-4	-5	5	CN(C)CC(C)(C)CNS(=O)(=O)CC12CCC(CC1=O)C2(C)C (stereo not given)	-13	-4	-15[20 µM]
38	-3	4	2	-8	-7	-6	Cc1nn(CCC(=O)O)c2nc(-c3cccnc3)cc(C(F)(F)F)c12	-434	-15	-26
39	0	-1	-1	2	-9	-2	CN1CCCC(OC(=O)c2cc(Cl)ccc2Cl)C1 (stereo not given)	-31	-11	-17
40	1	1	1	-6	-5	-8	Cc1cccc(NS(=O)(=O)c2ccc3c(c2)OCCO3)c1	31	-5	-29[20 µM]
41	25	5	13	-2	3	8	COc1cc(OC)cc(C(=O)N2CCN(Cc3ccccc3[N+](=O)[O-])CC2)c1	8	-13	-21
42	44	-10	28	4	-233	-161	CCN1/C(=C/C(C)=C/c2sc3ccccc3[n+]2CC)Sc2ccccc21	17	-41	-13
43	6	-6	5	-9	0	-5	COC(=O)c1cc(C(=O)Nc2nnc(CC(C)(C)C)s2)cc([N+](=O)[O-])c1	11	1	-2
44	0	3	0	-4	-14	-1	O=C1C(=O)N(CCCN2CCOCC2)C(c2cccs2)/C1=C(/O)c1ccc2c(c1)OCO2 (stereo not given)	-17	-10	-21[20 µM]
45	3	-1	0	-2	-5	-9	CN1CCN(S(=O)(=O)c2ccc(NC(=S)NC(=O)c3ccc(Cl)cc3)cc2)CC1	-35	-2	-13[20 µM]
46	9	9	6	-29	-17	12	C/C(=C\C(=O)c1ccccc1)Nc1ccc(O)cc1	12	-8	-20[20 µM]
47	-1	10	2	3	-17	-1	COc1cc(CNC2CCCC2)cc(OC)c1OC	-10	-13	-10
48	1	-4	-1	8	2	-7	COc1ccccc1NC(=O)c1ccc2snnc2c1	14	3	8
49	1	-5	-1	-13	7	-11	Cc1ccc(NS(=O)(=O)c2cccc3nsnc23)cc1	31	-4	-25

Reformatted: results already given.
Sequence of screens – Runt-CBFb FRET, p97 ATPase inh, Runt-SMMHC FRET, Tb hexokinase, NCF1 inh, RBBP9 inh, m-calpain inh, EBV gp42 inh, Furin inh
36. Cc1ccc(NC(=O)C(=O)NC2CCCCC2)cc1
→ 2, 1, 3, -7, -4, -6, 5, 5, -20[20 µM]
37. CN(C)CC(C)(C)CNS(=O)(=O)CC12CCC(CC1=O)C2(C)C (stereo not given)
→ 1, 6, 3, -4, -5, 5, -13, -4, -15[20 µM]
38. Cc1nn(CCC(=O)O)c2nc(-c3cccnc3)cc(C(F)(F)F)c12
→ -3, 4, 2, -8, -7, -6, -434, -15, -26
39. CN1CCCC(OC(=O)c2cc(Cl)ccc2Cl)C1 (stereo not given)
→ 0, -1, -1, 2, -9, -2, -31, -11, -17
40. Cc1cccc(NS(=O)(=O)c2ccc3c(c2)OCCO3)c1
→ 1, 1, 1, -6, -5, -8, 31, -5, -29[20 µM]
41. COc1cc(OC)cc(C(=O)N2CCN(Cc3ccccc3[N+](=O)[O-])CC2)c1
→ 25, 5, 13, -2, 3, 8, 8, -13, -21
42. CCN1/C(=C/C(C)=C/c2sc3ccccc3[n+]2CC)Sc2ccccc21
→ 44, -10, 28, 4, -233, -161, 17, -41, -13
43. COC(=O)c1cc(C(=O)Nc2nnc(CC(C)(C)C)s2)cc([N+](=O)[O-])c1
→ 6, -6, 5, -9, 0, -5, 11, 1, -2
44. O=C1C(=O)N(CCCN2CCOCC2)C(c2cccs2)/C1=C(/O)c1ccc2c(c1)OCO2 (stereo not given)
→ 0, 3, 0, -4, -14, -1, -17, -10, -21[20 µM]
45. CN1CCN(S(=O)(=O)c2ccc(NC(=S)NC(=O)c3ccc(Cl)cc3)cc2)CC1
→ 3, -1, 0, -2, -5, -9, -35, -2, -13[20 µM]
46. C/C(=C\C(=O)c1ccccc1)Nc1ccc(O)cc1
→ 9, 9, 6, -29, -17, 12, 12, -8, -20[20 µM]

Screens deposited in PubChem BioAssay by several laboratories.

No enrichment for hits; any-hit rate near 2.7%.
